P. falciparum M1AAP: P. falciparum M1AAP inhibitors, biochemical, fluorogenic H-Leu-NHMec substrate, 1536-well (AID 1445); Aminopeptidase N (Plasmodium falciparum (isolate 3D7)); recombinant M1AAP, H-Leu-NHMec fluorogenic kinetic assay; higher % means a stronger effect; inhibition, % at 30 µM, or IC50 in µM where a hit was titrated; 220,000 compounds, 0.42% hits;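 active means primary inhibition above the hit cutoff, then over 50% inhibition at one or more dose response concentrations, cut at about 23% in these data, passing the limit was not always enough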;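 further: plate controls were DMSO full reaction for no effect and no enzyme background for full effect; strong numbers were not always called active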
TNAP activators: human TNAP enzyme activators, primary screen, biochemical, luminescent, no phosphate acceptor, uHTS (AID 1001) | one-dose activation fold at 20 µM; EC50 in µM for titrated hits | purified TNAP, luminescent activation assay, no phosphate acceptor; higher activation fold means a stronger effect | Alkaline phosphatase, tissue-nonspecific isozyme (Homo sapiens) | 200,000 compounds, 0.03% hits; in the data active means activation fold from about 3, or a potency from the dose series; inactive means the rest, 99 in 100 with activation fold below about 1.6; further: many of its hits are not listed in these tables
Lipid droplet: inhibitors of hepatocyte lipid droplet formation, primary screen, imaging, high-throughput imaging, BODIPY stain. AML12 mouse hepatocytes, oleate lipid droplets. inhibition, % at 6.5 µM. 240,000 compounds, 0.4% hits;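 active means lipid droplet intensity inhibited by at least 50%, with more than 500 cells counted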
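Material: mouse AML12 hepatocyte cell line, fixed after treatment; Timing: compound with oleate, overnight; Technique: high-content imaging of BODIPY-stained droplets and DAPI nuclei; Probe or stimulus: oleate, 100 µM final; Dosing: compound at 6.5 µM only.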
human PMI inhibition: inhibitors of human PMI, primary screen, biochemical, fluorescence intensity, coupled assay (AID 1209); purified PMI enzyme, coupled fluorescence intensity; higher % means a stronger effect; 190,000 compounds, 0.42% hits; Mannose-6-phosphate isomerase (Homo sapiens); inhibition, % at 20 µM, or IC50 in µM where a hit was titrated;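 further: plate controls were DMSO vehicle for no effect and wells lacking substrate for full effect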
Siah-1 displacement: Siah-1 peptide-binding antagonists, primary screen, biochemical, fluorescence polarization, rhodamine-plectin, uHTS (AID 1817); displacement, % at 20 µM, or IC50 in µM where a hit was titrated; 290,000 compounds, 0.02% hits; E3 ubiquitin-protein ligase SIAH1 (Homo sapiens); Siah-1 / rhodamine-plectin peptide fluorescence polarization; higher % means a stronger effect;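 active means displacement of at least 50% at 20 µM, with a fluorescence ratio check between 0.3 and a set limit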;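 further: plate controls were Siah plus tracer with DMSO for no effect and tracer alone without Siah for full effect; strong numbers were not always called active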
PMI inhibition: human PMI inhibitors, high substrate, primary screen, biochemical, fluorescence intensity, high mannose 6-phosphate (AID 1220) | Mannose-6-phosphate isomerase (Homo sapiens) | recombinant PMI enzyme, coupled fluorescence intensity; higher % means a stronger effect | inhibition, % at 20 µM; hits with a dose series show IC50 in µM | 190,000 compounds, 0.66% hits
M17LAP inhibition: P. falciparum M17LAP inhibitors, primary screen, biochemical, fluorogenic H-Leu-NHMec substrate, 1536-well (AID 1619); 220,000 compounds, 0.38% hits; inhibition, % at 30 µM, or IC50 in µM where a hit was titrated; recombinant M17LAP, H-Leu-NHMec fluorogenic kinetic assay; higher % means a stronger effect;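 active means compound inhibiting the enzyme by more than half at any dose during confirmatory dose-response retesting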;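 further: plate controls were full reaction with DMSO carrier for no effect and no enzyme background for full effect; strong numbers were not always called active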
XIAP antagonists: XIAP antagonists, biochemical, IAP family, fluorescence polarization (AID 1018). E3 ubiquitin-protein ligase XIAP (Homo sapiens). 200,000 compounds, 0.007% hits. displacement, % at 20 µM, or IC50 in µM where a hit was titrated. XIAP BIR domain, fluorescence polarization peptide displacement; higher % means a stronger effect; in the data active means displacement above about 50%; further: a part of the inactive calls stands beside numbers as strong as those of hits
UTI89 phage lysis: inhibition of K1F phage lysis, E. coli UTI89, bacterial capsule biogenesis inhibitors, alamar blue (AID 488966) | 340,000 compounds, 0.02% hits | inhibition, % at 100 µM; hits with a dose series show IC50 in µM | E. coli UTI89 K1F phage lysis, alamar blue, 2 h; higher % means a stronger effect;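 active means phage lysis inhibition, versus mean bacterial control, above a set limit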;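 further: capsule biogenesis inhibitors block K1F phage lysis so surviving cells raise fluorescence; higher fluorescence means more inhibition of phage lysis; actives were called in the ten point dose series up to 300 µM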
Lipid droplet cells 6.5 µM: second read-out of Lipid droplet, no call of its own (marks repeat the call); cell count; measured here: cell count, cytotoxicity flag;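 cells counted across two imaged fields per well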
* hit, by the source's call; i = inactive; · = not tested or not shown; [ ] = another dose, or the depositor's remark. Unless noted, no stated cut-off is given here; in the data, active means inhibition above about 50%; inactive means the rest.

SMILES | P. falciparum M1AAP | TNAP activators | Lipid droplet | Lipid droplet cells 6.5 µM | human PMI inhibition | Siah-1 displacement | PMI inhibition | M17LAP inhibition | XIAP antagonists | UTI89 phage lysis
CSCCC(NC(=O)c1cncc(Br)c1)C(=O)O (stereo not given) | 15% | 1 | -28 | 791 | 6% | -2% | -8% | 9% | -2.8% | 6.3%
CN(CCC#N)C(=O)COC(=O)c1ccccc1C(=O)c1ccc(Cl)c([N+](=O)[O-])c1 | 5% | 1 | 2 | 681 | -6% | 12% | -2% | -4% | -9.7% | -0.3%
O=C(CS(=O)(=O)c1ccccc1)NCc1ccco1 | 5% | 1.1 | 8 | 732 | 2% | 7% | 7% | 6% | 10% | 0.1%
CCN(CC)CCNC(=S)Nc1ccc2nc3n(c(=O)c2c1)CCCCC3 | 6% | 1 | 2 | 679 | -5% | 5% | -3% | -21% | -1.4% | 3.4%
Cc1cc(C)cc(NC(=O)C2(c3ccccc3)CC2(Cl)Cl)c1 (stereo not given) | 2% | 1.1 | · | · | 8% | 1% | 10% | 2% | -3.5% | 0.8%
CCCn1c(SCC(=O)/C(C#N)=C(\C)N)n[nH]c1=O | 2% | 0.9 | · | · | 4% | -2% | 11% | -2% | -1.5% | 0.7%
CCOc1cc(/C=C(/C#N)c2ccc(F)cc2)ccc1OCc1ccc(C(=O)O)o1 | 18% | 1.1 | 0 | 689 | 14% | -4% | 8% | 24µM* | -5.9% | -0.5%
COc1ccc(N2C(=O)CCC(C(=O)O)C2c2ccc(OC)c(OC)c2)cc1 (stereo not given) | -6% | 1.2 | 10 | 790 | 1% | 2% | -3% | 4% | -5.5% | 0.4%
CC(C)=C(NC(=O)c1ccco1)C(=O)NCCc1nc2ccccc2[nH]1 | 0% | 1.1 | 0 | 729 | -1% | 2% | -7% | 4% | -5.3% | 0.2%
CC(=O)Nc1scc(-c2ccccc2)[n+]1-c1ccc(C)cc1 | 6% | 1.1 | -14 | 706 | -7% | 16% | 0% | 8% | -7.9% | 0.1%
CCc1cc2c(C)cc(=O)oc2cc1Oc1ncccc1[N+](=O)[O-] | -2% | 1.1 | -1 | 671 | -5% | 0% | -6% | 3% | -4.7% | ·
CSc1nc(-c2ccccc2)c(C#N)c(=O)n1C | 8% | 1 | 10 | 700 | 7% | -3% | 4% | 3% | -2.6% | 2.7%
COC(=O)N/N=C\c1cc2c(cc1Br)OCO2 | 6% | 1.1 | -32 | 748 | -9% | -5% | -1% | 18% | -4.6% | 2.7%
CCOC(=O)c1cn2c(C)cccc2n1 | -2% | 1 | -6 | 681 | -7% | -5% | -4% | 0% | -7.0% | 0.5%
O=C(/C=C/c1ccc(OC(F)F)cc1)OCC(=O)N1CCN(C(=O)c2ccco2)CC1 | 2% | 1.1 | 6 | 643 | 10% | 14% | -3% | 1% | -3.0% | 1.1%[50 µM]
CC(C)(C)C(=O)N1CCC(O)(CS(=O)(=O)c2ccc(Cl)c(Cl)c2)CC1 | -2% | 1 | · | · | 7% | 1% | 5% | 1% | -6.0% | 0.6%
O=C(O)CCCN1C(=O)NC2NC(=O)NC21 (stereo not given) | 8% | 1.1 | 24 | 768 | 10% | 5% | 0% | -8% | -5.8% | 0.1%
O=C(NC(=S)Nc1ccccc1N1CCOCC1)c1ccc(-c2cccc(Cl)c2)o1 | 4% | 1.1 | 19 | 630 | 10% | 9% | 0% | 7% | 0.9% | 0.4%
O=C(CSc1nc2cc(Cl)ccc2c(=O)n1Cc1ccco1)Nc1ccc(S(=O)(=O)N2CCOCC2)cc1 | 8% | 1.1 | -41 | 654 | 4% | 9% | 6% | 8% | -4.9% | 4.0%
Cn1nc(NC(=O)CC23CC4CC(CC(C4)C2)C3)c2c(F)cccc21 | -4% | · | -12 | 719 | · | -1% | · | -4% | · | 0.2%
CCC(C)(C)n1nnnc1C(c1ccc(Cl)cc1)N1CCN(C)CC1 (stereo not given) | 4% | 1.1 | 0 | 730 | 5% | 2% | -8% | -7% | -8.9% | 9.5%
C=CCn1c(CSCc2ccccc2)nnc1SCC(=O)N1CCN(c2ccccc2)CC1 | 3% | 1 | 4 | 670 | 14% | -10% | 11% | 3% | -6.9% | -1.4%[50 µM]
O=c1[nH]c2cnccc2n1-c1ccccc1 | -3% | 0.9 | · | · | -3% | -3% | 19% | 2% | -3.5% | 14%
CCCC(=O)NCCc1cc2ccc(C)c(C)c2[nH]c1=O | 4% | 1 | 15 | 604 | -2% | -1% | -3% | 1% | -3.7% | 0.2%
CCC[C@@H]1C[C@@]1(CCC)[C@@H](NC(=O)c1ccccc1)c1ccc(C(=O)OC)cc1 | 10% | 1.1 | -47 | 698 | 12% | -8% | 11% | 3% | -11% | 1.0%
CCOC(=O)c1ccc(NC(=O)CSc2nnc(C3CCCCC3)n2C)cc1 | -4% | 1.1 | -28 | 678 | 1% | 12% | -7% | -5% | -0.5% | 0.8%
CCCOCCOC(=O)C1=C(C)NC(=O)NC1c1cc(Cl)c(O)c(OC)c1 (stereo not given) | 6% | 1 | · | · | 8% | 4% | 16% | -28% | -6.3% | 0.8%
COc1cc(N(C(=O)Cc2cccs2)C(C(=O)NC2CCCCC2)c2ccc(C)cc2)ccc1-n1cnnn1 (stereo not given) | -1% | 1.3 | -4 | 548 | 3% | 10% | -9% | 6% | 0.7% | -4.8%
CC(C)[C@@H](N)C(=O)N/N=C/c1ccc2ncccc2c1 | 3% | · | 4 | 750 | · | 0% | · | -1% | · | 0.6%
COc1ccccc1NS(=O)(=O)c1cccc(C(=O)N/N=C2\CC(=O)CC(C)(C)C2)c1 | 4% | 1.3 | -1 | 571 | -4% | 1% | 0% | 21% | -9.7% | 4.8%
O=C(Cc1c(F)cccc1Cl)Nc1ccccc1N1CCCCC1 | 2% | 1.1 | 1 | 651 | 0% | 9% | 2% | -3% | -3.7% | -0.7%
CCNc1ncnc2c1cnn2C | -2% | 1.1 | 8 | 813 | -3% | 1% | -2% | 1% | 0.7% | 0.1%
CC(SCC(=O)O)c1nc2ccccc2[nH]1 (stereo not given) | 1% | · | 8 | 763 | · | 1% | · | 8% | · | 0.6%
Cc1ccc(/C=C2/C(=O)N=C(N)N2C)s1 | 8% | 1 | -1 | 603 | -2% | -5% | 1% | 7% | -9.7% | 1.2%
O=C(COc1ccccc1)Nc1cc(C(F)(F)F)ccc1N1CCCC1 | 10% | 1.1 | · | · | 4% | 3% | 8% | -8% | -1.0% | 0.2%
CCSc1nc2c(c(=O)n1-c1ccc(F)cc1)SCC2 | 3% | 1.1 | 6 | 713 | -1% | -5% | -1% | 3% | -14% | 1.2%
O=C(NNC(=O)c1ccc2ncccc2c1)c1ccc(Cl)cc1 | 1% | 1.8 | -14 | 683 | -6% | -4% | -1% | 3% | -6.9% | 1.6%
COc1ccc(NC(=O)CSC2CC(=O)N(c3ccc4c(c3)OCCO4)C2=O)cc1 (stereo not given) | 4% | 1.2 | -5 | 768 | 12% | 3% | 8% | 16µM* | -3.5% | 0.5%
O=C(c1ccc2snnc2c1)N1CCOCC1 | -3% | 1 | 1 | 716 | 8% | -3% | -3% | -4% | -12% | 0.2%
COc1cc2c(cc1OC)C(c1ccccc1)N(C(=O)CSCC(=O)O)CC2 (stereo not given) | -2% | 1 | 6 | 673 | -22% | -1% | -14% | 1% | -12% | 0.4%
COc1ccc(CCNC(=S)Nc2cccc3ccccc23)cc1 | -3% | 1 | -2 | 771 | 9% | 0% | 14% | 0% | -1.4% | 5.6%
N#CC1=C(N)N(c2ccccc2)C2=C(C(=O)CCC2)C1c1ccccc1 (stereo not given) | 9% | 1.1 | -8 | 749 | 16% | 12% | 51%* | 4% | -5.3% | 0.8%
Cc1ccc(S(=O)(=O)Nc2nc(C)c(C(=O)Nc3ccccc3)s2)cc1 | 4% | 1.1 | -12 | 560 | -13% | 7% | -11% | 40% | -3.4% | i
COc1cccc(-n2cnc3cccc(N)c32)c1 | 1% | 1.1 | -8 | 790 | 14% | -8% | 12% | 3% | -5.8% | 0.5%
O=C(Nc1cccc(Cl)c1)Nc1sccc1-c1nc2ccccc2s1 | 4% | · | -7 | 759 | · | 20% | · | -11% | · | ·
O=C(CN1CCOCC1)Nc1nc2ccc(Br)cc2s1 | 0% | 1.1 | 3 | 787 | 16% | 0% | 10% | 19% | -3.2% | 0.2%
COC(=O)c1scc(C)c1NC(=O)CSc1ccc(Cl)cc1 | -1% | · | -17 | 703 | · | 2% | · | 1% | · | -2.2%
Cc1csc(SCC(=O)N(C)c2c(N)n(Cc3ccccc3)c(=O)[nH]c2=O)n1 | 0% | 1.1 | 5 | 666 | 0% | 2% | 3% | 4% | -4.2% | -0.2%
Cc1nn(C)c(C)c1NC(=O)/C(C#N)=C\N(C)C | 4% | · | -14 | 733 | · | 15% | · | -2% | · | i
CCc1cccc(NC(=O)CN(C)S(=O)(=O)c2cccc3cccnc23)c1 | -1% | · | 11 | 679 | · | 3% | · | 4% | · | 0.3%
CC(=O)OC(C(=O)NC1CCCCC1)c1ccc(C#N)cc1 (stereo not given) | 1% | 1.1 | · | · | -3% | -1% | 4% | 2% | -5.0% | 3.6%
CCOC(=O)c1cc2c(ccn2C)n1CC(=O)N(Cc1ccccc1)c1ccc(F)cc1 | -1% | 1 | -2 | 670 | 3% | 33% | -16% | 8% | -6.1% | 0.1%
COCCn1c(SC)nnc1-c1c[nH]c2ccccc12 | 1% | 1.1 | · | · | -1% | -4% | -1% | 5% | -4.6% | 1.6%
COc1cc(C(=O)Nc2c(-c3ccccn3)c(=O)c3ccccc3n2C)cc(OC)c1OC | · | 1.1 | · | · | 7% | 4% | 13% | · | -2.2% | ·
O=C(Cn1cnc([N+](=O)[O-])c1)NC1CCCC1 | 6% | 1.1 | · | · | -5% | 2% | 6% | -9% | -2.2% | 0.2%
